# Assay outcomes (PubChem)
# GLD-1 TGE inh – GLD-1/TGE RNA complex disruptors, primary screen, biochemical, fluorescence polarization; Female germline-specific tumor suppressor gld-1 (Caenorhabditis elegans), Q17339; purified GLD-1 + fluorescein TGE RNA; inhibition, % at 5.96 µM; 320,000 tested, 0.44% active;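 active means percent inhibition above a per-plate cutoff, the plate mean of test compounds plus 3 SD, cut at about 30% in these data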;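 further: 0% = DMSO wells with GLD-1 and probe and 100% = wells lacking GLD-1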
# Target sequence (Q17339 whole entry, looked up): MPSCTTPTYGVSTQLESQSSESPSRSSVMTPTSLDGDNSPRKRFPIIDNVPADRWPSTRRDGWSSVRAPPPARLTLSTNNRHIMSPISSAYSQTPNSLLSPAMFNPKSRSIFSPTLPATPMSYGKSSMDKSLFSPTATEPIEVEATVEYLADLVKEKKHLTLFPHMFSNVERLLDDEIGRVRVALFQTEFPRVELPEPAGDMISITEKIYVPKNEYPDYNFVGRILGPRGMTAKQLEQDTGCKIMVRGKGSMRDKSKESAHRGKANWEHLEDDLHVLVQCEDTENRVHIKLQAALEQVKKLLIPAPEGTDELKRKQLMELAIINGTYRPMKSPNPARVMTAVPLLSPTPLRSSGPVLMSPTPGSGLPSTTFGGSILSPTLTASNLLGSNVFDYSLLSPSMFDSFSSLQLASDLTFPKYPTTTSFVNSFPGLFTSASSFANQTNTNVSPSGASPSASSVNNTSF
# Bcl-xL primary – inhibitors of human Bcl-xL, primary screen, biochemical, fluorescence polarization, HTS. GST-Bcl-xL / FITC-Bim BH3 peptide fluorescence polarization. inhibition, % at 10.9 µM. 320,000 tested, 0.7% active;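 active means inhibition above the mean of all tested compounds plus 3 SD, cutoff set per campaign, cut at about 30% in these data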;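 further: 0% = DMSO wells and 100% = unlabeled Bim-BH3 peptide competitor; inhibitors lower millipolarization by displacing the labeled peptide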
# Target sequence (Q07817 whole entry, looked up): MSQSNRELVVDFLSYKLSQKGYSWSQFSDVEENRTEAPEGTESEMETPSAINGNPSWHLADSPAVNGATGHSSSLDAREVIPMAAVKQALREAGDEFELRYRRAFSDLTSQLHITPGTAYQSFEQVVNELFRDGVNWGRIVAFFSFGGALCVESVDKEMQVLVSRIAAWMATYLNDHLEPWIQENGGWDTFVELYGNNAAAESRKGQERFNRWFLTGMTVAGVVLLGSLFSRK
# CIT2 TOR yeast – modulators of CIT2-GFP expression in yeast, primary screen, S. cerevisiae, GFP fusion, multiplex flow cytometry, MLPCN library. S. cerevisiae CIT2-GFP strain, 3 h; 100 means same as DMSO wells. GFP response vs DMSO, % at 10 µM. 320,000 tested, 0.065% active. AID 2029, 2009;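 active means GFP response relative to DMSO above a set limit, near the screen mean plus 3 SD, cut at about 150% in these data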;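 further: ratio of well median GFP fluorescence to mean of DMSO wells on the plate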
# CR mimetic SO – reduction of superoxide in aged yeast, primary screen, HTS; superoxide response (% of plate mean), % at 10 µM; S. cerevisiae aged cells, superoxide DHE fluorescence; hits give low values; 330,000 tested, 0.18% active;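 active means superoxide response under a set limit, about three screen SD below normal, cut at about 65% in these data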;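 further: yeast aged for seven days with compound at 30 °C before DHE staining; 100% = average MFI of all compound-treated wells on the plate with controls excluded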
# AGP1 TOR yeast – modulators of AGP1-GFP expression in yeast TOR pathway, primary screen, cell-based, multiplex flow cytometry, S. cerevisiae, MLPCN library | 3 h; GFP as percent of DMSO wells | GFP response vs DMSO, % at 10 µM | 320,000 tested, 0.02% active | AID 2066, 2009;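 active means GFP response relative to DMSO above a set limit, near screen average plus 3 SD, cut at about 150% in these data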;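 further: median GFP channel fluorescence of the gated AGP1 strain per well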
# VLA-4 inh – inhibition in human VLA-4 binding assay, primary screen, VLA-4 allosteric modulator project, MLPCN library, flow cytometry, VLA-4 expressing cells. ligand binding flow cytometry. inhibition, % (about 7 µM as worked out from the volumes in the protocol). 330,000 tested, 0.2% active. AID 2557, 2010; in the data active means inhibition above about 50%
# MCL1 BIM primary – inhibitors of MCL1 binding to BIM-BH3, primary screen, biochemical, fluorescence polarization; Induced myeloid leukemia cell differentiation protein Mcl-1 (Homo sapiens), Q07820; GST-MCL1 / FITC-Bim-BH3 fluorescence polarization; inhibition, % at 10.9 µM; 320,000 tested, 0.68% active;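 active means inhibition above the mean inhibition of all tested compounds plus 3 SD, set per campaign, cut at about 40% in these data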;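 further: 0% = DMSO wells and 100% = unlabeled Bim-BH3 peptide control; higher means more loss of mP so more displacement of Bim peptide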
# Target sequence (Q07820 whole entry, looked up): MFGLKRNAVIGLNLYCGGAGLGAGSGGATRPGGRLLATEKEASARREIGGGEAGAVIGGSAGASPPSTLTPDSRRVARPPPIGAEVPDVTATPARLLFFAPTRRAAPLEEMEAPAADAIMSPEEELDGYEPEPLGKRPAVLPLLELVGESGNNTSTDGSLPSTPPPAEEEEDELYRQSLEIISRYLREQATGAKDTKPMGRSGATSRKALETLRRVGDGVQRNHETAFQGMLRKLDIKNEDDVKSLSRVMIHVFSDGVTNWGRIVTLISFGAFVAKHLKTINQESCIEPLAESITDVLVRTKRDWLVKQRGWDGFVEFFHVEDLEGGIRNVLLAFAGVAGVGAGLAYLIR
# GRK2 aptamer HTS – compounds blocking aptamer binding on GRK2 – biochemical, human GRK2, bead flow cytometry, HTS, primary screen; Beta-adrenergic receptor kinase 1 (Homo sapiens), P25098; FAM-aptamer displacement from GRK2; 330,000 tested, 0.59% active; inhibition of aptamer binding, % at 10 µM;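 active means inhibition of aptamer binding above 40%, roughly 3 SD of noise, on plates passing a quality check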;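 further: median bead fluorescence of bound FAM aptamer so fluorescent compounds give negative values; no value below 0 was filed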
# MEX-5 binding – MEX-5 zinc finger RNA-binding disruptors – biochemical, C. elegans, fluorescence polarization, MLPCN library, primary screen. Zinc finger protein mex-5 (Caenorhabditis elegans), Q9XUB2. MEX-5/FITC-TCR2 RNA binding; hits give low values. activity score (negative = inhibition of binding), % at 10 µM. 300,000 tested, 0.38% active. AID 1832, 2009;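 active means inhibition past about -25% in most replicates, and total fluorescence under double the plate's negative control median, limit read from the data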;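 further: 0% = DMSO and -100% = 5 µM competing unlabeled TCR2 RNA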
# An asterisk follows results filed as active; . = not tested or not shown. Compounds were not picked by outcome. Share with any hit: about 2.1%.
canonical_smiles,GLD-1 TGE inh,Bcl-xL primary,CIT2 TOR yeast,CR mimetic SO,AGP1 TOR yeast,VLA-4 inh,MCL1 BIM primary,GRK2 aptamer HTS,MEX-5 binding
COc1ccc(NS(=O)(=O)c2cc(NC(=O)[C@H](C)NC(N)=O)ccc2N2CCCC2)cc1,12.8,.,93.6,85.9,94.7,-1.1,.,1.0,.
CC(C)CNS(=O)(=O)c1ccc(S(=O)(=O)N2CCN(C3CCCC3)CC2)cc1,-2.8,-2.6,97.5,102.8,96.3,16.7,2.8,0.0,-2.3
Cc1ccccc1NC(=O)COc1ccc(S(=O)(=O)N2CCCC2)cc1C,4.6,-2.0,114.8,100.3,113.5,4.3,-0.4,4.0,2.7
Cc1cc(NC(=O)COC(=O)c2ccc(OC(F)(F)F)cc2)no1,-0.8,2.3,98.7,115.2,112.0,6.9,0.9,3.0,.
COc1ccc(S(=O)(=O)Nc2ccc(Cl)cn2)c(C)c1C,4.5,1.0,106.2,94.3,101.0,3.4,1.7,1.0,1.3
CN1C(=O)c2ccc(C(=O)Nc3nccs3)cc2C1=O,4.9,2.5,95.3,122.2,98.4,28.9,6.5,3.0,-1.5
CC(=O)c1ccc(S(=O)(=O)N(C)CC(=O)N2CCCCCC2)cc1,0.8,0.1,108.2,101.9,108.1,8.3,-2.0,2.0,0.0
Cc1ccc(Nc2nc(N3CCOCC3)nc(N3CCOCC3)n2)cc1Cl,-5.4,-6.8,98.0,92.0,98.7,1.9,-8.9,5.0,-1.9
Cc1ccc(C(=O)O)cc1NC(=O)CSc1nnc(-c2ccccc2F)n1C1CCCCC1,-1.3,.,92.4,103.9,99.3,-1.2,.,1.0,.
COc1ccc(S(=O)(=O)Nc2ccc(S(=O)(=O)N(C)C)cc2)cc1[N+](=O)[O-],-4.3,0.5,100.5,104.7,109.0,7.0,-4.9,9.0,0.0
CN1C(C(=O)NCc2ccco2)CC2Cn3c(nc4ccccc43)C21 (centres undefined),5.9,6.7,.,.,.,.,5.4,.,-2.6
CCOC(=O)C1CCN(c2nc(C)nc3c2oc2ccccc23)CC1,0.7,-0.6,101.8,93.9,.,1.0,1.3,2.0,0.5
CC(=O)C12OC1CC1C3CCC4=CC(=O)CCC4(C)C3CCC12C (centres undefined),-6.4,7.6,88.1,93.4,84.8,14.1,3.8,1.0,0.7
CC(C)=NOCC(=O)Nn1c(COc2c(C)cccc2C)nc2ccccc2c1=O,0.4,-0.6,93.3,107.1,96.8,5.4,-5.6,1.0,2.8
O=C1Cc2ccccc2C(c2c(Cl)cccc2Cl)N1 (centres undefined),5.8,6.7,102.3,102.8,93.7,-2.2,9.3,2.0,1.2
Cc1ccc(C)c(N2CCN(C(=O)c3ccc(NS(=O)(=O)c4c(C)noc4C)cc3)CC2)c1,4.8,7.5,89.4,106.3,105.0,4.4,7.5,0.0,0.8
COc1ccc(NC(=O)C2CC(c3ccc(Cl)cc3)=NO2)cc1 (centres undefined),-0.4,3.4,90.4,96.8,95.1,-13.6,2.9,0.0,0.9
CC(=O)N/C(=C\c1ccccc1)C(=O)OC/C=C/c1ccccc1,-0.8,3.4,101.1,114.4,98.3,13.7,-1.2,1.0,-2.4
Cc1onc(-c2ccccc2Cl)c1C(=O)Nc1nnc(-c2cccc([N+](=O)[O-])c2)s1,-2.0,2.5,103.0,105.9,112.5,-1.1,-1.2,0.0,-4.2
Fc1ccc(-c2nnc(-n3nnc4ccccc43)c3ccccc23)cc1,1.7,1.2,97.5,109.5,98.4,16.3,-5.3,2.0,-1.0
O=C1CC(c2ccccc2)CC(O)=C1C=NCCN1CCN(C(=S)Nc2cccc(Cl)c2)CC1 (centres undefined),-2.0,8.9,90.6,99.1,95.9,-6.2,8.3,1.0,0.0
NC(N)=NS(=O)(=O)c1ccc(NC(=S)NC(=O)/C=C/c2ccco2)cc1,-4.8,12.9,108.9,94.4,103.9,2.7,17.7,5.0,-2.3
Cc1cc(C(=O)C(C)OC(=O)c2ccc(NC(=O)CC#N)cc2)c(C)n1-c1ccccc1 (centres undefined),-28.7,-14.9,121.7,81.8,111.6,-10.7,-30.6,0.0,2.8
COC(=O)C(C)(C)ONC(=O)Nc1ccc(C)cc1,4.0,5.4,103.4,94.5,109.0,-8.0,8.6,0.0,-3.2
COc1ccccc1C(=O)COC(=O)Cn1nc(C)c([N+](=O)[O-])c1C,2.5,-4.2,99.4,106.8,110.6,2.2,-2.8,0.0,2.1
FC(F)(F)c1nc(-c2cccs2)ncc1-c1nnnn1-c1ccc(Cl)cc1,5.2,3.8,88.0,94.6,97.8,7.7,-0.6,2.0,-0.9
CC(C)(C)c1ccc(-c2csc(NNC3=NCCCCC3)n2)cc1,1.3,4.6,101.8,94.7,99.4,0.3,1.7,4.0,0.0
COc1ccccc1NC(=S)NCc1ccc(Cl)cc1,4.1,9.5,96.1,108.3,92.2,-0.2,11.1,2.0,3.7
Cc1cccc(C)c1NC(=O)CCCSc1nnc(-c2ccco2)n1-c1ccccc1,4.5,4.7,99.5,84.2,107.4,-2.4,3.7,0.0,1.6
CC(C)CC1(C(=O)NCCc2c[nH]c3ccccc23)C=CCN1C(=O)c1ccccc1 (centres undefined),-6.6,2.9,.,.,.,.,-0.8,.,1.9
O=C(CNS(=O)(=O)c1c(F)cc(F)cc1Br)OCC(=O)N1CCCC1=O,3.2,-2.8,112.0,100.1,104.9,1.5,-1.9,0.0,-1.3
Cc1ccc(C)c(S(=O)(=O)c2c[nH]c(=S)[nH]c2=O)c1,-1.6,12.4,94.1,109.4,93.5,3.0,11.7,4.0,1.7
CC1CCN=C(N)S1 (centres undefined),5.5,6.6,82.0,119.0,81.3,-13.9,14.2,4.0,0.9
Cc1[nH]n(-c2ccccc2)c(=O)c1N=Nc1ccc(F)cc1,4.5,3.2,107.6,88.5,102.0,0.0,-1.9,1.0,0.6
COc1ccc(OC)c(N2CC(O)=C(c3nc4ccccc4s3)C2=N)c1,-3.8,-10.6,100.4,116.2,102.9,-2.4,-9.9,0.0,-2.1
Cc1cccc(C)c1OCC(=O)N1CC2(C)CC1CC(C)(C)C2 (centres undefined),0.1,3.4,102.4,89.0,103.9,6.9,7.8,3.0,5.3

# Next part (2 carried over from the part before).
canonical_smiles,GLD-1 TGE inh,Bcl-xL primary,CIT2 TOR yeast,CR mimetic SO,AGP1 TOR yeast,VLA-4 inh,MCL1 BIM primary,GRK2 aptamer HTS,MEX-5 binding
COc1ccc(OC)c(N2CC(O)=C(c3nc4ccccc4s3)C2=N)c1,-3.8,-10.6,100.4,116.2,102.9,-2.4,-9.9,0.0,-2.1
Cc1cccc(C)c1OCC(=O)N1CC2(C)CC1CC(C)(C)C2 (centres undefined),0.1,3.4,102.4,89.0,103.9,6.9,7.8,3.0,5.3
CCOC(=O)Cn1nnnc1C(CC)N(Cc1cccs1)Cc1cc2cc(C)ccc2[nH]c1=O (centres undefined),-5.1,-0.6,91.1,96.2,101.4,2.9,2.7,1.0,-0.2
CCN(C[C@H]1N[C@@](C)(C(=O)OC)[C@H]2C(=O)N(Cc3ccccc3)C(=O)[C@@H]12)S(=O)(=O)c1ccccc1,3.0,.,105.7,108.9,99.7,42.1,.,0.0,.
COc1ccc(-n2nnnc2SCC(=O)Nc2cc(OC)c([N+](=O)[O-])cc2C)cc1,-6.3,-1.5,89.6,105.6,95.0,-2.8,-3.2,0.0,1.7
CCC(C)(C)NC(=O)CN(Cc1ccccc1)C(=O)CCC(=O)Nc1nccs1,1.6,2.8,106.0,84.6,100.7,1.5,9.8,39.0,1.1
COc1ccc(/C(C)=N\NC(=O)c2ccc(-c3ccccc3)cc2)c(F)c1,.,.,83.1,106.3,84.9,0.6,.,0.0,-4.3
O=C(CCn1c(=S)oc2ccccc21)Nc1ccccc1F,7.6,-1.8,105.9,84.4,99.9,-2.2,2.5,0.0,1.3
Cc1noc(C)c1S(=O)(=O)N1CCN(c2ccc(Cl)cc2)CC1,-2.1,6.1,91.3,96.7,99.2,29.8,5.8,3.0,-1.0
Cc1ccc(C(=O)N[C@H](C(=O)N2CCN(c3ccccc3F)CC2)C(C)C)cc1,-0.2,3.6,108.5,89.0,104.5,3.4,0.7,0.0,-1.9
O=C(COC(=O)c1cc(-c2ccc(F)cc2)nc2ccccc12)NCC1CCCO1 (centres undefined),-0.2,4.1,96.7,149.8,94.8,4.7,1.8,0.0,-0.6
COc1ccc(CNC(C)C(=O)Nc2ccc3ccccc3c2)cc1OC (centres undefined),10.4,3.3,102.6,100.6,101.2,3.5,8.3,3.0,4.2
O=C(NCc1ccc(OC(F)(F)F)cc1)c1cc(-c2ccccc2)nn1CC1CC(c2cccnc2)=NO1 (centres undefined),-0.6,-2.5,94.9,103.8,91.6,2.2,-8.1,3.0,0.4
CCC(C)NC(=O)CSc1nc2ccsc2c(=O)n1-c1ccc(OC)cc1 (centres undefined),6.4,4.0,105.6,104.0,104.6,-5.9,6.1,9.0,1.5
O=C(CCc1nnc(CCc2ccccc2)o1)N1CCCC1c1nccs1 (centres undefined),0.5,4.2,112.9,90.3,91.3,10.8,0.8,1.0,1.4
CCC(=O)N(CCO)Cc1cc2ccc(C)c(C)c2[nH]c1=O,1.9,8.2,108.7,104.3,103.5,-140.5,7.3,0.0,3.2
O=C(CCCc1ccccc1)Nc1ccnn1C1CCN(Cc2ccccn2)CC1,10.8,19.0,103.8,97.2,97.9,-11.5,20.3,0.0,-3.5
NC(=O)c1ccsc1NC(=O)CN1C(=O)C2CC=CCC2C1=O (centres undefined),1.9,4.2,86.8,98.8,93.8,6.2,4.7,4.0,-2.5
O=C(NC1CCCCC1)NC1CCN(CC(=O)N2CCOCC2)CC1,-1.9,2.1,90.8,93.6,106.6,24.4,-3.8,0.0,-5.3
Nc1nnc(SCC(=O)NNC(=O)c2ccc([N+](=O)[O-])cc2)s1,6.7,4.0,101.6,168.6,99.8,1.0,9.1,0.0,.
CC(=O)OCCCN(C)CC/C=C1/c2ccccc2CSc2ccccc21,-4.3,-0.3,105.6,106.2,109.3,-12.6,-5.5,0.0,3.2
CCc1cccc(C)c1NC(=O)CN(C)Cc1ccccc1F,8.7,-6.7,102.1,93.8,99.5,12.9,-7.4,0.0,0.9
C/C(N)=C(/C#N)C(=O)COC(=O)CCSc1ccccc1,6.3,5.3,106.4,112.2,103.4,2.1,10.4,0.0,-0.9
CC1CCCCN1Cc1c(O)ccc2c(=O)c(-c3ccccc3)coc12 (centres undefined),41.9*,36.2*,103.8,118.6,102.3,19.9,41.1*,18.0,1.1
